Compound activity: PubChem, Sanford-Burnham Center for Chemical Genomics
SENP8 block – SENP8 protease inhibitors, primary screen, biochemical, luminescence | Sentrin-specific protease 8 (Homo sapiens), Q96LD8 | purified SENP8, Z-RLRGG-aminoluciferin cleavage | inhibition, % at 10 µM | actives 1.2% (n = 330,000)
Target sequence (Q96LD8 whole entry, looked up): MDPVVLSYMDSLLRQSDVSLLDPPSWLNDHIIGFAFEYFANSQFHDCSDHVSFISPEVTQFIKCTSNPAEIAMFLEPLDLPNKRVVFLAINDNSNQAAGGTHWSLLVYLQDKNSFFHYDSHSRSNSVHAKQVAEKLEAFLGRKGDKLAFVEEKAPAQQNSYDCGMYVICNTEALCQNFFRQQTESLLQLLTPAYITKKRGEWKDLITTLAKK
UBC13 inh – UBC13 polyubiquitin chain formation inhibitors, primary screen, biochemical, TR-FRET, uHTS; Ubiquitin-conjugating enzyme E2 N (Homo sapiens), P61088; inhibition, % at 20 µM; actives 0.47% (n = 330,000); in the data active means inhibition above about 45%, passing the limit was not always enough
Target sequence (P61088 whole entry, looked up): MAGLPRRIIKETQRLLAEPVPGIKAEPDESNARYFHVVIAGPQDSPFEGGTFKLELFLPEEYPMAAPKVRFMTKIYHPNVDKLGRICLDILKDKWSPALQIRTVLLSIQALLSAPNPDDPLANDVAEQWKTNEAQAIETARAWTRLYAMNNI
697 NFkB inh – inhibitors of PMA/ionomycin-induced NF-kB reporter, 697 cells, primary screen, B-cell NF-kB inhibitor project, cell-based, luminescence, uHTS; 697 B-cell NF-kB luciferase reporter, 16 h; inhibition, % at 4 µM; actives 0.33% (n = 330,000); AID 435022, 2010; in the data active means inhibition above about 35%
Apaf-1 inh – inhibitors of human Apaf-1 apoptosome, primary screen, biochemical, DEVD-Rh110 fluorescence, uHTS. Apoptotic protease-activating factor 1 (Homo sapiens), O14727. reconstituted apoptosome caspase-3 activity. inhibition, % at 20 µM. actives 0.71% (n = 330,000). AID 489030, 2010; active means inhibition of at least 40% at 20 µM;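 further: plate controls were DMSO wells for no effect and DEVD-CHO caspase inhibitor wells for full effect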
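Material: biochemical Apaf-1 apoptosome reconstitution. Medium: Hepes buffer, pH 7.5. Also added: cytochrome c activation, bis-DEVD rhodamine 110 substrate. Timing: 30 min compound preincubation, 50 min activation, room temperature. Measured by: rhodamine 110 fluorescence at Ex 480/Em 540 nm.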
SENP7 block – SENP7 protease inhibitors, primary screen, biochemical, luminescence, uHTS; Sentrin-specific protease 7 (Homo sapiens), Q9BQF6; recombinant SENP7, Z-RLRGG-aminoluciferin luminescence, 40 min; inhibition, % at 5 µM; actives 1.5% (n = 330,000); AID 434973, 2010;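 active means inhibition above about 50% at the single test dose, limit read from the data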;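 further: plate controls were DMSO with enzyme for no effect and no enzyme buffer wells for full effect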
Target sequence (Q9BQF6 706-1050 limits assumed): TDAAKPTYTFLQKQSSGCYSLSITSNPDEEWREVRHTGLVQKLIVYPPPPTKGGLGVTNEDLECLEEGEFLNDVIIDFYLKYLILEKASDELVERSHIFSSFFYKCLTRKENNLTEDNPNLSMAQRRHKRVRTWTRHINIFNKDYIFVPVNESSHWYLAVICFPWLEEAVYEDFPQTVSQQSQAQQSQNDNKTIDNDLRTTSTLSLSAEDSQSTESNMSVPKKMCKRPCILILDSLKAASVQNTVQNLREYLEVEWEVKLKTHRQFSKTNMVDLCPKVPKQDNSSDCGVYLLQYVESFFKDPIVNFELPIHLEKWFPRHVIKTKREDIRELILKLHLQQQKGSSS
Jurkat NFkB inh – inhibitors of induced NF-kB luciferase reporter, primary screen, TCR NF-kB activation inhibitor project, cell-based, luminescence, uHTS; Jurkat, PMA/ionomycin-induced NF-kB luciferase reporter; inhibition, % at 4 µM; actives 0.53% (n = 330,000); AID 435003, 2010
Gli-Sufu block – Gli-Sufu pathway antagonists, primary screen, luciferase luminescence, Sufu-KO-LIGHT cells, uHTS | Sufu-KO-LIGHT fibroblasts, Gli luciferase reporter luminescence | inhibition, % at 5 µM | actives 0.74% (n = 340,000) | AID 588413, 2011;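 active means inhibition above about 55%, limit read from the data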;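 further: 0% = DMSO-treated cells and 100% = wells with medium but no cells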
HKDC1 inhibitor – HKDC1 hexokinase inhibitors, primary screen, biochemical, fluorescence, uHTS; recombinant HKDC1, G6PDH/diaphorase resazurin coupled fluorescence; AID 493160, 2011; actives 0.16% (n = 340,000); inhibition, % at 20 µM;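 active means inhibition above about 35% when tested at 20 µM, limit read from the data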;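 further: plate controls were DMSO wells with enzyme for no effect and DMSO wells lacking enzyme for full effect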
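Test system: HK5 enzyme. Quantity: 5 µg/mL HK5 final. Reagent: glucose and ATP substrates. Schedule: 90 min reaction incubation at room temperature, dark. Technique: resazurin-to-resorufin fluorescence via G6PDH and diaphorase coupling, 525/613 nm. Control set: DMSO wells with and without enzyme mix.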
The depositor's hits bear a star; x = not tested or not shown. Unless noted, no stated cut-off is given here; in the data, active means inhibition above about 50%; inactive means the rest. Rows were taken by chance. Share with any hit: about 3.6%.

SMILES	SENP8 block	UBC13 inh	697 NFkB inh	Apaf-1 inh	SENP7 block	Jurkat NFkB inh	Gli-Sufu block	HKDC1 inhibitor
CS(=O)(=O)N1N=C(c2cccs2)CC1c1ccc(F)cc1 (centres undefined)	-7	-8	-5	10	-5	1	-6	-8
COc1ccc(C(=O)Nc2cccc(S(=O)(=O)N(C)C)c2)cc1S(=O)(=O)N1CCOCC1	0	5	8	4	7	0	11	5
Cc1ccc(-c2onc3ccc(C=O)cc23)cc1	7	-4	-57	18	9	-18	-21	5
COc1cccc([C@@H]2CC=C(C(=O)O)[C@H](c3ccccc3F)N2S(=O)(=O)c2ccc(C)cc2)c1	4	-24	13	7	4	11	-1	5
COc1ccc(CCNC(=O)c2cc3c(=O)n4ccccc4nc3n(CC3CCCO3)c2=N)cc1OC (centres undefined)	-1	-6	-42	-6	-7	2	10	-5
O=C(CCC(=O)NCCO)NCCO	7	9	16	-9	0	-7	-4	-7
O=C(Cc1ccccc1)Nc1ccc(NC(=O)c2ccco2)nc1	-4	7	-41	-6	5	-69	-71	-1
O=C(NCc1ccc2c(c1)OCO2)c1ccc2c(c1)C(=O)N(Cc1cccnc1)C2=O	-2	2	17	-2	-5	5	2	-4
CC(C)(C)OC(=O)C[C@@H]1C/C=C\C[C@H](CC(=O)N[C@@H](CO)Cc2ccccc2)C(=O)N[C@H](Cc2ccccc2)COC1=O	-7	-19	-4	9	-8	-15	1	-6
CC(C)N(C(=O)[C@H]1CC(CC(=O)NCCN2CCOCC2)C(=O)N2CCc3c([nH]c4ccccc34)[C@]12C)C(C)C (some centres undefined)	3	-1	7	-5	0	-3	7	-7
CC(=C/c1ccccc1)/C=C1/SC(N2CCOCC2)=NC1=O	-9	-23	-85	25	-4	-56	24	0
COc1ccc(NC(=O)CCNC(=O)c2ccco2)cc1Cl	-4	2	4	0	11	0	1	2
O=C(CN1CCOC1=O)N1CCCC(Nc2ccc(F)c(F)c2)C1 (centres undefined)	-6	7	1	-12	1	-6	-1	2
COc1ccc(NC2CCCN(C(=O)CCc3cn[nH]c3)C2)cc1 (centres undefined)	-2	7	1	-15	-14	8	10	5
c1ccc2ncc(-n3cnnn3)cc2c1	-2	-4	5	-2	-2	6	-6	1
CCCn1c2c(c(O)c(C(=O)Nc3nccs3)c1=O)CCCC2	-6	-13	8	19	-5	-1	7	8
Brc1c(C[n+]2ccccc2)nc2ccccn12	3	-7	10	1	5	-8	6	-3
O=C(NCCc1ccc(F)cc1)c1cc2ccccc2oc1=O	-5	4	10	7	-7	10	-4	-4
COC(=O)c1ccc(NC(=O)c2ccc3nc(C)sc3c2)cc1	6	1	-70	-4	-1	-3	7	-3
Cc1cc(C)n2nc(C(=O)Nc3cccnc3)nc2n1	-5	0	10	-7	-5	2	2	-6
CCCc1cc(-c2nc(N)ncc2-c2ccc3c(c2)OCCCO3)c(O)cc1OC	3	6	-10	23	3	12	32	8
CCOC(=O)c1cc(-c2ccc(OC)cc2)nc2c1c(C)nn2CCC#N	-15	53*	-8	18	-5	-9	16	5
C=CCn1c(SCC(=O)NCCOC)nc2scc(-c3ccco3)c2c1=O	10	-2	12	-2	1	8	-5	0
COc1ccc(-c2nnc(OCc3nc4ccccc4n3C)c3ccccc23)cc1	4	1	-13	14	10	0	6	-10
Cc1cc(Nc2ccc(F)c(Cl)c2)n2nc(C)nc2n1	-5	1	4	-1	2	11	0	-3

Random excerpt: 4 records from the list
SMILES	SENP8 block	UBC13 inh	697 NFkB inh	Apaf-1 inh	SENP7 block	Jurkat NFkB inh	Gli-Sufu block	HKDC1 inhibitor
O=C(Cc1ccccc1)Nc1ccc(NC(=O)c2ccco2)nc1	-4	7	-41	-6	5	-69	-71	-1
O=C(CCC(=O)NCCO)NCCO	7	9	16	-9	0	-7	-4	-7
CC(C)N(C(=O)[C@H]1CC(CC(=O)NCCN2CCOCC2)C(=O)N2CCc3c([nH]c4ccccc34)[C@]12C)C(C)C (some centres undefined)	3	-1	7	-5	0	-3	7	-7
Cc1cc(Nc2ccc(F)c(Cl)c2)n2nc(C)nc2n1	-5	1	4	-1	2	11	0	-3

Additional results follow:
SMILES	SENP8 block	UBC13 inh	697 NFkB inh	Apaf-1 inh	SENP7 block	Jurkat NFkB inh	Gli-Sufu block	HKDC1 inhibitor
COc1ccc(OCc2nnc(SCC(=O)N3CCCc4ccccc43)n2-c2ccc(C)cc2)cc1	5	7	-14	15	3	8	29	3
CCCCCOC(=O)NC1CCS(=O)(=O)C1 (centres undefined)	-8	-12	-3	-7	-1	-8	-12	4
COc1ccc(S(=O)(=O)NCc2cccnc2)c2ccccc12	-7	-3	10	8	-13	-17	-7	-2
Cc1nc2cc(NC(=O)N3c4ccccc4CC3C)ccc2o1 (centres undefined)	-4	-6	-86	-7	-3	-75	7	-1
CC(C)(C)C1CCC(OC(=O)CN2CCOCC2)CC1 (centres undefined)	8	6	16	-5	4	-3	x	0
O=C(Nc1cc(C(F)(F)F)cc(C(F)(F)F)c1)c1ccc(Cn2cc(C(F)(F)F)ccc2=O)cc1	-7	-15	-13	3	-7	-15	3	0
CCOc1ccc(CN(C)CC(=O)Nc2ccc(N3CCOCC3)cc2)cc1OC	-13	-14	22	4	-7	-1	2	-5
COc1ccc(O)cc1	7	-2	6	-11	-2	12	-2	-1
C/C(CCCO)=N/Nc1ccc([N+](=O)[O-])cc1[N+](=O)[O-]	1	-43	8	1	-1	3	16	9
Cc1ccc(C)c(S(=O)(=O)Nc2ccc(C(=O)NCCCN3CCCC3=O)cc2)c1	-18	-1	7	4	14	-2	4	-2
CC(=O)c1cc(-c2ccccc2)n(CC(=O)NC2CCCCC2)c1C	6	10	30	-11	3	1	1	-11
O=C(NCCN1CCOCC1)c1ccc(Cl)c([N+](=O)[O-])c1	-5	-11	0	9	13	6	13	-3
CCOC(=O)N1CCN(C(=O)CSc2nnc(-c3ccc(C(C)(C)C)cc3)o2)CC1	-4	8	-23	10	6	-20	6	-1
Cc1ccc(OCCSc2nnc(-c3cccs3)n2C)cc1	8	-5	13	8	10	6	1	0
O=C(Nc1ccccn1)c1ccco1	-17	-3	-21	0	-8	-8	-27	-12
CNS(=O)(=O)c1cc(Nc2ncnc3sccc23)ccc1C	6	10	6	-2	-3	-8	-4	1
CC(CN1CCCC1)OC(=O)C(c1ccccc1)c1ccccc1 (centres undefined)	-2	9	-2	3	-1	5	5	-7
CCOC(=O)N1CCN(C(=O)C2CCN(S(=O)(=O)c3cc(OC)ccc3OC)CC2)CC1	-7	0	-1	4	-7	-6	8	-8
O=C(Cn1cc([N+](=O)[O-])cn1)NCc1ccccc1Cl	3	-8	-14	-25	0	15	5	3
CCOC(=O)c1c(NC(=O)C2C3CCC(O3)C2C(=O)O)sc2c1CCC(CC)C2 (centres undefined)	-9	-2	17	13	-10	-6	-6	1
CC(C)(C)c1ccc(OCC(=O)NNC(=O)Cc2cccs2)cc1	-5	0	0	7	-5	-6	14	-4
CCCOc1ccc(C(F)(F)F)cc1NC(=O)c1cc(C)on1	2	12	2	-8	10	-2	-14	-4
[O-]/[N+](=C\c1ccncc1)c1ccc(Br)cc1	-3	-11	-87	-1	16	-97	-65	0
CC(C)(C)c1ccc(C(=O)N/C(=C\c2cccs2)C(=O)N2CCOCC2)cc1	-5	-5	13	-15	-4	11	44	1
C=CCc1c(C)nc(-c2ccccc2)nc1Nc1ccc(O)cc1	-2	11	2	0	-3	4	3	1

(next part)
SMILES	SENP8 block	UBC13 inh	697 NFkB inh	Apaf-1 inh	SENP7 block	Jurkat NFkB inh	Gli-Sufu block	HKDC1 inhibitor
CC1(O)C(=O)C=C2C=C(c3ccc(C#N)cc3)OC=C2C1=O (centres undefined)	-16	-70	8	33	4	-9	x	x
CC(=O)Nc1ccc(-c2cn3cccnc3n2)cc1	0	19	-15	-20	-3	-13	-23	-12
C=CC[C@@H](CC(=O)N[C@@H](CO)Cc1ccccc1)C(=O)N[C@H](COC(=O)[C@@H](CC=C)CC(=O)OC(C)(C)C)Cc1ccccc1	-6	-22	7	8	4	0	-6	-7
O=C(Nc1nnc(SCc2c(Cl)cccc2Cl)s1)c1cccc([N+](=O)[O-])c1	-10	-13	-5	6	-4	9	12	-3
COc1cccc(OCC(=O)NNC(=O)Cc2cccs2)c1	1	0	10	-13	-10	11	2	7
C=C1c2ccc(C)cc2NC(=O)N1c1ccccc1	2	0	-20	5	2	-19	-5	7
CCOc1ccc(NC(=O)CC2C(=O)N(C)C(=S)N2Cc2ccc3c(c2)OCO3)cc1 (centres undefined)	0	9	12	-1	1	6	-1	-5
O=[N+]([O-])c1ccc(CS(=O)(=O)c2ncn[nH]2)cc1	-7	-2	-6	1	-3	-14	-5	0
CCC(Cc1ccccc1)NC(=O)CCc1ccccc1 (centres undefined)	-15	0	-4	-5	12	-2	3	-3
FC(F)(F)c1ccc(C2NCCc3sccc32)cc1 (centres undefined)	4	0	-31	0	7	-31	-3	-4
Cc1ccc(CC(=O)N(C)CC(=O)Nc2ccc(N3CCOCC3)cc2)cc1C	0	-8	-1	12	3	7	-8	2
CCc1ccc(C2C(C#N)=C(N)N(N(C)C)C3=C2C(=O)CCC3)cc1 (centres undefined)	-5	2	-6	2	2	11	3	-5
CCCCn1c(N)c(N(CC(C)C)C(=O)CSCC(=O)Nc2ccc(OC)cc2)c(=O)[nH]c1=O	-4	0	-1	3	-3	-2	-3	4
CN(C)CCN(C(=O)c1cccc2ccccc12)c1nc2cc3c(cc2s1)OCO3	-9	2	-75	52*	-14	-9	32	4
Cc1noc(C)c1NC(=O)Nc1ccc2c(c1)C(=O)N([C@H](C)CO)C[C@H](C)[C@@H](CN(C)C(=O)Nc1ccc3c(c1)OCO3)O2	7	5	-1	-9	-8	2	-10	7
O=C(NCCCN1CCCC1=O)c1ccc(Cl)c(S(=O)(=O)N2CCCCC2)c1	-7	-4	-16	11	-5	-9	-8	-7
CCCC(=O)C1=C(O)C(C(=O)OC)C(C)(C)CC1=Nc1cccc2ccccc12 (centres undefined)	-13	-5	-3	16	-9	-9	5	2
COc1ccc2c(=O)cc(-c3ccccc3)n(C)c2c1	-7	-2	-4	-1	-2	1	-10	-2
Cc1ccc(S(=O)(=O)N2CCOCC2)cc1C(=O)N1CC(C)CC(C)C1 (centres undefined)	-8	-11	1	-5	-10	-6	-18	-4
C=CCSC1=C(C#N)C(c2ccccc2OC)CC(=O)N1 (centres undefined)	1	4	3	-6	-5	-1	16	-1
CC1=C(C#N)C(C(F)(F)F)(C(F)(F)F)N=C(c2ccco2)N1	-8	3	-1	-13	5	-16	10	-10
CCOC(=O)CCC(=O)Nc1ccc(S(=O)(=O)N2CCCC2)cc1	3	4	19	-10	5	4	3	2
O=C1Nc2ccccc2C(O)(C(=O)NCc2ccco2)N1c1ccccc1 (centres undefined)	2	-5	-23	12	-8	-7	-7	-2
NC(=O)C1(C(N)=O)OC1c1ccc(Cl)cc1Cl (centres undefined)	2	9	10	-26	-5	-5	6	-6
CO/N=C(/CS(=O)c1ccc(Br)cc1)c1ccc(OC)cc1 (centres undefined)	1	4	-7	9	-9	1	-3	-7
